# D1 ag – activates the human D1 dopamine receptor. hit rate 1% among 360,000. P21728. HEK293 T-REx D1 cells, calcium flux, agonist mode. activation, % at 2 µM; in the data active means activation above about 30%; further: 0% is about no effect
#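 Agonism was scored from calcium flux recorded over 180 s (1 read/s) after pintool compound addition, following a 10-cycle baseline. Cells were inducible force-coupled HEK293 TREx D1, plated overnight at 30 C and loaded with no-wash calcium dye.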
# RXFP1 ag – activates the human relaxin receptor RXFP1; Q9HBX9; HEK293T-RXFP1 cAMP TR-FRET, 30 min; response scale: percent of porcine relaxin response, buffer zero; Potency, µM (series often up to 57.5 µM), without a hit: at the highest dose activation, usual class: activators; hit rate 0.3% among 370,000; AID 2676; further: potency means the concentration at half of the fitted maximal effect; on the % scale 0 is the no-effect control and ±100 the full control effect; nearly all actives have a fitted effect of over 60% in size; many of its hits are not listed in these tables
#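 HEK293 cells stably expressing RXFP1, treated 30 min at 37C with compounds plus PDE4 inhibitor Ro 20174; cAMP measured by HTRF TR-FRET. Normalized to buffer and 29 nM porcine relaxin; EC50 by Hill fit.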
# TRHR agonist – TRH receptor (human) agonism. P34981. TRHR cells, calcium flux fluo-8, FDSS agonist mode. activation, % at 2 µM. hit rate 0.18% among 360,000. AID 493084; in the data active means activation above about 30%; further: 0% is about no effect
# Target sequence (P34981 whole entry, looked up): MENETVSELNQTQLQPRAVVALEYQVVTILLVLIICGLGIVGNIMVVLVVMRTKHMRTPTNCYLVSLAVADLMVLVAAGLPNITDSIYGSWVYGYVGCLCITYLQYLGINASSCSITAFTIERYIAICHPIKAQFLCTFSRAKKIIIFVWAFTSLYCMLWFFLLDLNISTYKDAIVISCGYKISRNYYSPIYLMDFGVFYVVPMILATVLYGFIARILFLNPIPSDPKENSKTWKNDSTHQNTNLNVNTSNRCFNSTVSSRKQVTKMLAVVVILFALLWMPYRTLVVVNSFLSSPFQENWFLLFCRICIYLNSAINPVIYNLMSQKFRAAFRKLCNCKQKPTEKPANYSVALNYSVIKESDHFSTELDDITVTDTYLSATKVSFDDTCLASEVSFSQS
#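 Agonist-mode FDSS calcium read (Ex 480/Em 530, 1 s cycles) in 1536-well TRHR cells with fluo-8 dye, after 10-cycle baseline and 23 nL compound addition; TRH at EC20 (10 nM final) added afterwards for the enhancer phase.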
# RXFP1 antagonist – antagonists of human relaxin receptor RXFP1; Q9HBX9; HEK293-RXFP1, relaxin-stimulated cAMP HTRF, 30 min; stronger effect = lower value; activity change, negative = inhibition, % at 57.5 µM; hit rate 0.59% among 350,000; AID 1259400;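 active means activity change of -60% or lower, but not beyond a set lower limit; inconclusive means change between -60% and -40%, or beyond the set limit; inactive means change above -40%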; further: on the % scale 0 is the no-effect control and ±100 the full control effect
# D1 antagonist – human D1 dopamine receptor antagonism. activity change, negative = inhibition, % at 10 µM. AID 504652. P21728. hit rate 3.2% among 360,000. HEK293 TREx D1 cells, calcium flux, dopamine EC80; stronger effect = lower value; in the data active means activity change below about -30%; further: on the % scale 0 is the no-effect control and ±100 the full control effect
#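 Tetracycline-induced HEK293 T-REx cells with force-coupled D1 receptor were loaded with a no-wash calcium dye. Compound was added after a 10 s baseline and read kinetically for 180 s; EC80 dopamine was then added and calcium flux followed another 180 s.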
# TRHR PAM – TRH receptor (human) allosteric enhancement. hit rate 0.66% among 360,000. TRHR cells, fluo-8 calcium fluorescence, EC20 TRH enhancement. P34981. AID 493056. enhancement, % at 2 µM; in the data active means enhancement above about 30%; further: 0% is about no effect
#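 Enhancer read-out: after compound pinning and an initial kinetic agonist-mode read, an EC20 of TRH (10 nM final) was injected and fluo-8 calcium signal (Ex 480/Em 530) followed at 1 s/cycle for 100 cycles in TRHR-expressing cells.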
# D2 PAM – D2 dopamine receptor (human) potentiation; AID 485347; HEK293 T-REx D2, calcium flux, EC20 dopamine potentiation; potentiation, % at 10 µM; P14416; hit rate 0.34% among 340,000;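 active means potentiation over 3 SD above the plate norm, cut at about 30% in these data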; further: 0% is about no effect
#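 Potentiation of an EC20 dopamine calcium response is measured in a force-coupled, tetracycline-inducible Hek293 Trex D2 line. Compound-only kinetic reads over 180 s flag agonists before dopamine addition.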
# D1 PAM – potentiators of human D1 dopamine receptor | potentiation, % at 10 µM | hit rate 0.036% among 360,000 | AID 504651 | HEK293 TREx D1 cells, calcium flux, dopamine EC20 potentiation; in the data active means potentiation above about 30%; further: 0% is about no effect
# Apoferritin bind – binds horse apoferritin like a general anesthetic | P02791 | apoferritin/1-aminoanthracene competitive binding, fluorescence | Potency, µM (top dose mostly 77.5 µM), without a hit: at the highest dose activity change, negative = displacement, usual class: inhibitors | hit rate 0.074% among 350,000 | AID 485281; further: potency means the concentration at half of the fitted maximal effect; on the % scale 0 is the no-effect control and ±100 the full control effect; nearly all actives have a fitted effect of over 20% in size
# Target sequence (P02791 2-175 limits assumed): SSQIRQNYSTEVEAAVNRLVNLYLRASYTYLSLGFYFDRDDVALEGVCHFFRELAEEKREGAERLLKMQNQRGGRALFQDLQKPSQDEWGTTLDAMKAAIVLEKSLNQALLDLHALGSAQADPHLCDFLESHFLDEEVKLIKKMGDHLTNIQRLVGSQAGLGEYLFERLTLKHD
#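 Steps: apoferritin (10 uM) was premixed with half-saturated 1-AMA in PBS, compounds were pin-transferred, plates stood 10 min at room temperature, fluorescence was read at 380/535 nm, and curves were fitted with a Hill equation.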
# * marks the source's active call; other numbers are inactive results; ? = inconclusive; nt = no result given; & = joins results of further samples; [ ] = another dose, or the depositor's remark. Unless noted, the call rests on the fitted dose curve; in most records, active means well fitted curve in the direction sought with a large enough effect; inconclusive means small, poorly fitted or top-dose-only effect, or another doubt; inactive means no such curve, though single readings can be large; an effect the other way counts as inactive or inconclusive. Some of the compounds tested (hit frequency here may not be typical).
SMILES,D1 ag,RXFP1 ag,TRHR agonist,RXFP1 antagonist,D1 antagonist,TRHR PAM,D2 PAM,D1 PAM,Apoferritin bind
CC(C)n1c(O)c(N=Nc2ccc(Cl)c(C(=O)O)c2)c2ccccc21,4,1.2%,1.6,-9,1,-11,4,5,-3%
CCOC(=O)C1CCN(c2ncnc3c2oc2ccccc23)CC1,13,4.4%,-0.2,6,-15,1,0,-3,-18%
Cc1noc(C)c1S(=O)(=O)Nc1ccccc1Cl,3,-5.2%,0.4,1,-1,-1,-3,-2,5%
O=S(=O)(NCc1ccc(F)cc1)c1ccc(Br)cc1Br,-1,0.0%,-0.1,nt,-32*,-9,-3,3,nt
CCOC(=O)CSc1nnc(CSc2nc(N)c3c(C)c(C)sc3n2)n1-c1ccccc1,1,3.6%,-0.4,-19,-1,-2,-2,4,-15%
Cc1cc(Br)c(NC(=O)Cn2c([N+](=O)[O-])cnc2C)cc1C,2,3.0%,-0.2,6,6,2,10,-6,1%
Cc1nn(-c2ccccc2)c(N)c1-c1ccccc1,-1,-0.6%,-0.1,1,-3,16,-2,-2,-9%
COc1ccc2[nH]c(O)c(N=NC(=N)N)c2c1,1,6.6%,0.7,-10,9,62*,6,-4,-4%
NS(=O)(=O)Nc1cccc2cccnc12,0,nt,-0.3,nt,3,1,nt,4,nt
CC1(C)NC(=O)N(CCCCSc2ccc(Cl)cc2)C1=O,1,0.0%,-0.2,11,-1,7,2,3,-18%
Cc1ccc(NC(=O)CSC2=Nc3ccccc3C3CC=NN23)c(C)c1 (centres undefined),-2,-1.1%,0.9,6,14,-1,6,-2,-11%
COc1ccc(NC(=O)CSc2nnc(NC(C)=O)s2)c([N+](=O)[O-])c1,1,-3.2%,0.0,-1,-3,-4,5,-2,-3%
NNC(=O)CNC(=O)CNS(=O)(=O)c1ccccc1,4,2.1%,0.5,9,-8,2,-17,-2,-6%
Cc1ccc(SC[C@H](CC(C)C)N2CCN(C)CCC2=O)cc1,1,1.0%,-0.1,nt,4,-1,2,1,-2%
CC(C)c1ccc(N2C(=O)CSC23C(=O)N(C)c2ccccc23)cc1 (centres undefined),2,-0.5%,-0.2,nt,0,2,-2,-2,-13%
COc1ccc(C2C(C#N)=C(N)Oc3c2oc(CO)cc3=O)c(OC)c1OC (centres undefined),2,-0.5%,0.4,-10,-4,4,0,0,-9%
CCOC(=O)C1CCCN(S(=O)(=O)c2ccc(Br)c(OC)c2)C1 (centres undefined),26,0.1%,-0.8,-1,-25,4,12,-8,-17%
CCOc1ccc2nc(NC(=O)C3CCCN(S(=O)(=O)c4cccs4)C3)sc2c1 (centres undefined),6,-0.1%,0.9,3,4,14,6,-3,1%
COc1cccc(NC(=O)CN(C)C(=O)C2CCN(C(=O)c3ccccc3C)CC2)c1,1,-0.6%,0.1,-1,-6,-3,-8,-5,nt
O=C(CN1C(=O)/C(=C\c2ccccc2Br)Oc2ccccc21)NCCCN1CCOCC1,0,6.3%,-0.8,-9,-13,-6,-1,-7,-9%

# Entries listed above that bear a hit mark in TRHR PAM.
structure	D1 ag	TRHR agonist	RXFP1 antagonist	D1 antagonist	TRHR PAM	D2 PAM	D1 PAM	Apoferritin bind
COc1ccc2[nH]c(O)c(N=NC(=N)N)c2c1	1	0.7	-10	9	62*	6	-4	-4%

# The listing continues:
SMILES,D1 ag,RXFP1 ag,TRHR agonist,RXFP1 antagonist,D1 antagonist,TRHR PAM,D2 PAM,D1 PAM,Apoferritin bind
CNC(=O)c1cc2ccc(OC)cc2oc1=O,1,3.8%,1.1,3,18,5,-3,-4,6%
CCn1ncc(/C=C/C(=O)c2ccccc2)c1C,2,-0.8%,-0.2,-2,4,20,3,-5,-5%
CC(=N/O)/C(=N\O)c1ccc(C)o1,2,1.3%,0.2,-6,13,15,-2,-2,-5%
Cc1cc(OCC(=O)N2CCC(C(N)=O)CC2)c2c(C)cc(=O)oc2c1,1,7.4%,0.4,nt,-3,1,4,5,0%
O=C(NC(=S)Nc1cc([N+](=O)[O-])ccc1O)c1cccnc1,1,-0.7%,0.1,-1,7,4,8,-13,-4%
CCN1CCN(C(CNS(=O)(=O)c2cccs2)c2cccnc2)CC1 (centres undefined),1,0.0%,0.1,8,-9,-2,2,2,-4%
CCOc1ccc(OCC)c(NC(=O)CSc2nnc(C3CC3)n2CC)c1,3,1.0%,0.0,-8,-7,-3,13,-4,-9%
Cc1ccc(NC(=O)NC2CCCN2S(=O)(=O)c2ccc(Cl)cc2)cc1 (centres undefined),3,1.1%,-0.5,3,-13,-3,11,-6,-17%
CCC(=O)N1CCc2cc(Br)cc(S(=O)(=O)CCC(=O)NCc3ccc(F)cc3)c21,2,-1.2%,-0.5,-10,-17,1,-2,1,-1%
O=C(C[n+]1ccccc1)c1ccc(-c2ccccc2)cc1,0,0.7%,0.1,1,-11,-1,-9,2,-10%
CN(CC(=O)N1CCc2ccccc21)S(=O)(=O)c1cccs1,1,0.3%,0.2,-2,-12,6,-3,-2,-16%
COC(=O)c1c(NC(=O)COC(=O)CC(NC(C)=O)c2ccccc2)sc(C)c1C (centres undefined),0,-0.2%,-0.2,7,26,17,-1,-2,nt
COc1ccc(-n2c(COc3ccc(C)cc3)nnc2SCc2ccc(C#N)cc2)cc1,8,0.1%,0.4,-20,-16,9,3,-4,59%[activator]
CC1=CC(C)(C)N(C(=O)c2ccccc2)c2ccccc21,10,1.2%,-0.6,-16,2,-6,2,-5,?
O=C(CCCn1c(=O)c2cccn2c2cccnc21)NCCc1ccc(Cl)cc1,4&1,2.7%&3.7%,0.1&-0.2,7&-5,12&-5,-12&0,7&-3,-2&-4,-3%&-6%
COc1ccccc1NC(=O)C1=C(C)Nc2nc(SCc3ccccc3Cl)nn2C1c1ccncc1 (centres undefined),0,0.3%,0.4,nt,-3,-2,10,0,0%
CC(=O)Nc1ccc(NC(=O)CSc2nc(=O)n(Cc3ccncc3)c3c2CCC3)cc1,3,3.9%,0.1,-7,-1,-5,19,-4,nt
O=C(Nc1ccc2nc(SCC(=O)N3CCOCC3)sc2c1)c1cccc(Br)c1,1,1.1%,-0.6,-98*,2,1,nt,0,-1%
COc1ccc(S(=O)(=O)NCCS(=O)(=O)N2CCN(c3ccccc3)CC2)cc1C,0,0.4%,-0.8,nt,5,11,26,-3,32%[activator]
Cc1csc(NC(=O)c2ccc(C)c(S(=O)(=O)N3CCCCC3)c2)n1,3,0.1%,-0.2,-21,-22,-3,-2,-6,-15%
CCn1c(=O)cc(SCC(=O)NCc2ccco2)c2ccccc21,2,1.6%,-0.7,1,-11,-5,-9,-11,-14%
C=CCN1C(=O)C(Cc2cccc(Cl)c2)SC1=Nc1ccc(C(=O)O)cc1 (centres undefined),4,1.6%,-0.4,-5,3,-3,-9,5,-10%
CN(C)c1ccc(/C=C(\NC(=O)c2ccccc2)C(=O)NCCCN2CCOCC2)cc1,4,-1.5%,0.8,-5,3,17,-2,-3,-16%
COc1ccc(CN2CCN(C(=O)Cn3ncn4cccc4c3=O)CC2)c(OC)c1OC,2,-0.5%,0.9,nt,2,1,-5,-4,-3%
COC(=O)[C@@]1(Cc2ccc(F)cc2)[C@H]2c3cc(C(=O)N4CCCC4)n(CCc4c[nH]c5ccc(OC)cc45)c3C[C@H]2CN1C(=O)c1ccccc1,0,2.3%,1.1,nt,36,1,6,-1,-14%&1%

# By substructure: the entries above with two or more sulfur atoms (8)
SMILES,D1 ag,RXFP1 ag,TRHR agonist,RXFP1 antagonist,D1 antagonist,TRHR PAM,D2 PAM,D1 PAM,Apoferritin bind
CCOC(=O)CSc1nnc(CSc2nc(N)c3c(C)c(C)sc3n2)n1-c1ccccc1,1,3.6%,-0.4,-19,-1,-2,-2,4,-15%
COc1ccc(NC(=O)CSc2nnc(NC(C)=O)s2)c([N+](=O)[O-])c1,1,-3.2%,0.0,-1,-3,-4,5,-2,-3%
CCOc1ccc2nc(NC(=O)C3CCCN(S(=O)(=O)c4cccs4)C3)sc2c1 (centres undefined),6,-0.1%,0.9,3,4,14,6,-3,1%
CCN1CCN(C(CNS(=O)(=O)c2cccs2)c2cccnc2)CC1 (centres undefined),1,0.0%,0.1,8,-9,-2,2,2,-4%
CN(CC(=O)N1CCc2ccccc21)S(=O)(=O)c1cccs1,1,0.3%,0.2,-2,-12,6,-3,-2,-16%
O=C(Nc1ccc2nc(SCC(=O)N3CCOCC3)sc2c1)c1cccc(Br)c1,1,1.1%,-0.6,-98*,2,1,nt,0,-1%
COc1ccc(S(=O)(=O)NCCS(=O)(=O)N2CCN(c3ccccc3)CC2)cc1C,0,0.4%,-0.8,nt,5,11,26,-3,32%[activator]
Cc1csc(NC(=O)c2ccc(C)c(S(=O)(=O)N3CCCCC3)c2)n1,3,0.1%,-0.2,-21,-22,-3,-2,-6,-15%

# Compound activity: PubChem, National Center for Advancing Translational Sciences (NCATS)
